Assay outcomes (PubChem)
HTT aggregate: qHTS Multiplex Assay to Identify Dual Action Probes in a Cell Model of Huntington: Aggregate Formation (GFP) | PC12 HttQ103-GFP aggregates, Acumen cytometry, 40 h | Potency, µM (highest dose often 46.1 µM), inactives show top-dose activity change, negative = inhibition, actives largely listed as inhibitors | actives 1.1% (n = 220,000); also: potency is read from the fitted curve at half-maximal effect; % is scaled to controls: 0 for no effect and ±100 for the full control effect; nearly all actives have a fitted effect of over 60% in size
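Aggregates are detected as GFP objects 1–25 µm with signal 6 STDEV over background in lysates of induced PC12 cells. These carry Huntingtin exon 1 with 103 glutamines fused to GFP under an ecdysone promoter; compounds titrated.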
Lamin A splicing: qHTS Assay for Modulators of Lamin A Splicing. HeLa LMNA splicing GFP/RFP minigene ratio, 48 h. actives 0.01% (n = 200,000). Potency, µM (series often up to 46.1 µM), inactives show top-dose ratio change, negative = inhibition, hits mostly inhibitors. AID 1487, 2009; active = well fitted inhibition curve with a large enough effect in the signal ratio, with a control signal flat, not every such curve was filed as active; inconclusive = small, poorly fitted or top-dose-only effect, or effect the other way, or a change in a side signal; the % refers to the signal ratio; also: potency is read from the fitted curve at half-maximal effect; % is scaled to controls: 0 for no effect and ±100 for the full control effect
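Read-out is the ratio of GFP to DsRed2 object intensity, acquired by 488 nm laser-scanning cytometry on HeLa lamin A-EGFP minigene reporter cells. Compound incubation 48 hrs at 37 °C in Opti-MEM with 2% FBS; DMSO 0.5% final.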
Epigenetic derep: Quantitative High-Throughput Screen for Regulators of Epigenetic Control; murine LDR cells, GFP reporter derepression, 30 h; Potency, µM (highest dose often 53.9 µM), for the others: top-dose GFP activation, hits mostly activators; actives 0.2% (n = 280,000); AID 1865, 2009; also: potency is read from the fitted curve at half-maximal effect; % of control where 0% means no effect; nearly all actives have a fitted effect of over 60% in size
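Murine LDR cells bearing a silenced CMV-driven GFP reporter were exposed to compound for 30 h at 37 C. After PBS washes, GFP-positive cells (20-120 um objects) counted by laser-scanning microplate cytometry.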
CBFb RUNX1 block: qHTS Assay for Compounds Blocking the Interaction Between CBF-beta and RUNX1 for the Treatment of Acute Myeloid Leukemia | Runt-related transcription factor 1 (Homo sapiens) + Core-binding factor subunit beta … | AlphaScreen CBFb-His/RUNX1-biotin binding, biochemical | Potency, µM (titrated, usually from 59.8 µM), without a hit: at the highest dose activity, negative = inhibition, actives largely listed as inhibitors | 230,000 tested, under 10 active | AID 1477, 2009; also: % of control where 0% means no effect
Target sequence (Q01196 whole entry, looked up): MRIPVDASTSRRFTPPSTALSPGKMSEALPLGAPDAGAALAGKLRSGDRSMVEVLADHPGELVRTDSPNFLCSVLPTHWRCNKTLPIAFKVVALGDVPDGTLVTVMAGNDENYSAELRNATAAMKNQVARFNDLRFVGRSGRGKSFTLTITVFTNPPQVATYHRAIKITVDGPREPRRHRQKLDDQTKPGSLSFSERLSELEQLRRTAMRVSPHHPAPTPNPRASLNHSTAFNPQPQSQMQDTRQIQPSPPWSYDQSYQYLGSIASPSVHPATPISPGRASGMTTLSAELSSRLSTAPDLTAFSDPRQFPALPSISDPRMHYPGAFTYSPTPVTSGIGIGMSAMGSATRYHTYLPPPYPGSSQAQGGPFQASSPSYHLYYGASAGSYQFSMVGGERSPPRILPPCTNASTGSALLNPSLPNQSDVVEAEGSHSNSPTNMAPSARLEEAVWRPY
Target sequence (Q13951 whole entry, looked up): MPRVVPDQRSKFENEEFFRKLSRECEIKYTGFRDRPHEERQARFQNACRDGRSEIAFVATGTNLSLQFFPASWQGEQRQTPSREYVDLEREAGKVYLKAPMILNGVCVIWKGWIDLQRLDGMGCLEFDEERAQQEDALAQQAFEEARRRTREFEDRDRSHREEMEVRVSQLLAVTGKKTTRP
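Room-temperature protein-protein interaction test with 30 nM each of His-tagged CBF-beta and biotinylated RUNX1, 15 min with compound, then 90 min with nickel plus streptavidin beads. Signal read in AlphaScreen mode.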
IMPase Li cell: qHTS Assay for Identifying the Cell-Membrane Permeable IMPase Inhibitors: Potentiation with Lithium. CHO-M1 cells, IP1 TR-FRET (IP-One), carbachol + lithium. Potency, µM (doses to about 59.4 µM), for the others: at the top dose activity, negative = IMPase inhibition, actives largely listed as inhibitors. actives 0.35% (n = 210,000). AID 1457, 2008;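 also: IP1 builds up when IMPase is blocked and the TR-FRET signal falls; potency is read from the fitted curve at half-maximal effect; plate controls were basal vehicle for no effect and high inhibitor control for full effect; nearly all actives have a fitted effect of over 50% in size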
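Steps: plate 2000 CHO-M1 cells per well and culture 16–30 h; add compound and lithium; incubate 30 min, 37C; add d2-IP1 tracer and Eu cryptate anti-IP1 antibody in lysis buffer; read after 10 min at room temperature.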
KinaseGlo FLuc: Counterscreen for Luciferase (Kinase-Glo TM) Inhibition; Luciferin 4-monooxygenase (Photuris pensylvanica), Q27757; Kinase-Glo luciferase, ATP luminescence, 8 min; Potency, µM (series often up to 38.3 µM), inactives show top-dose activity change, negative = inhibition, hits mostly inhibitors; actives 0.28% (n = 200,000); AID 1379, 2008; also: potency is read from the fitted curve at half-maximal effect; % is scaled to controls: 0 for no effect and ±100 for the full control effect; nearly all actives have a fitted effect of over 60% in size
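Compounds were added to a substrate mix at pH 7.2 (50 mM imidazole, 10 uM ATP, within the enzyme's linear range), followed by Kinase-Glo detection reagent; luminescence was measured after 8 minutes at ambient temperature.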
NPSR antag: qHTS Assay for Antagonists of the Neuropeptide S Receptor: cAMP Signal Transduction | Potency, µM (top dose mostly 38.3 µM), inactives show at the top dose activity change, negative = inhibition, actives largely listed as inhibitors | Q6W5P4 | CHO-NPSR cells, cAMP TR-FRET, antagonist mode | actives 1% (n = 220,000); also: potency is read from the fitted curve at half-maximal effect; % is scaled to controls: 0 for no effect and ±100 for the full control effect; nearly all actives have a fitted effect of over 50% in size; many of its hits are not listed in these tables
Target sequence (Q6W5P4 whole entry, looked up): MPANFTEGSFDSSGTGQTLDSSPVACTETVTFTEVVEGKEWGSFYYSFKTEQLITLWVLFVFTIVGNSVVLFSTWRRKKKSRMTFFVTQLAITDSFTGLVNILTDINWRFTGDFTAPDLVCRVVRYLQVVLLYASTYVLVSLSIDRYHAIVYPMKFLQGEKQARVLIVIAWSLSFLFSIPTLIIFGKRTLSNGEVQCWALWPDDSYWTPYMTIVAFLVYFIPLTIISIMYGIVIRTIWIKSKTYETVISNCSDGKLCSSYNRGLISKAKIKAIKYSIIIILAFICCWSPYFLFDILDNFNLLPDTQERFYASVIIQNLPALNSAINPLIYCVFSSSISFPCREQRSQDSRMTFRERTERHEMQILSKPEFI
The depositor's hits bear a star; ? = inconclusive; · = not tested or not shown; & = joins results of further samples; [ ] = dose if it differs, or a comment. Unless noted, calls follow the shape of the dose curve; as a rule, active = well fitted curve in the direction sought with a large enough effect; inconclusive = small, poorly fitted or top-dose-only effect, or another doubt; inactive = no such curve, though single readings can be large; an effect the other way counts as inactive or inconclusive.

Keys – A = HTT aggregate; B = Lamin A splicing; C = Epigenetic derep; D = CBFb RUNX1 block; E = IMPase Li cell; F = KinaseGlo FLuc; G = NPSR antag
CC1CCCN(c2nc(N(C)c3ccccc3)nc(N)c2[N+](=O)[O-])C1 (configuration not stated)
  A: -9%[9.22 µM]	B: ·	C: -0.3%	D: -15%	E: ·	F: ·	G: ?
COc1ccccc1N(CC(=O)N1CCCCC1)S(=O)(=O)c1ccccc1
  A: -28%	B: -6%	C: -1.0%	D: 4%	E: 32%[activator][38.3 µM]	F: 1%	G: -3%[46.1 µM]
COCCSc1nc2c(c(=O)[nH]c(=O)n2C)n1CCC(C)C
  A: -19%	B: 8%	C: 5.8%	D: 1%	E: -5%[38.3 µM]	F: -1%	G: -16%[46.1 µM]
c1ccc2c(c1)CCCC2C1=NCCN1 (configuration not stated)
  A: 3%	B: -7%&-19%	C: 2.1%&-0.2%&2.7%	D: 6%&0%&0%	E: 1%&4%&12%	F: -1%&-3%&-7%	G: 17%
N#C/C(=C(/O)CCl)c1nc(-c2ccccc2)cs1
  A: -9%[9.22 µM]	B: ·	C: 8.0%	D: -5%	E: ·	F: ·	G: 16%
CC(C)(C)OC(=O)N1CCCC1C(=O)NC(Cc1ccccc1)C(=O)O (configuration not stated)
  A: 11%	B: 1%	C: -1.1%	D: 1%	E: 19%[38.3 µM]	F: 0%	G: -1%[46.1 µM]
COc1ccc(C(=O)COC(=O)CNC(=O)c2cc(OC)cc(OC)c2)cc1
  A: -7%	B: -4%	C: -3.0%	D: -5%	E: -2%	F: -2%	G: 6%
Cc1nnc(SC(C)C(=O)NC2CCCc3ccccc32)n1-c1ccccc1 (configuration not stated)
  A: ?	B: -4%	C: -0.9%	D: -6%	E: ·	F: ·	G: -20%[46.1 µM]
CC(=O)c1ccc(-c2cccc(-c3cc(=O)oc4ccc(C(C)(C)C)cc34)c2)cc1
  A: ·	B: ·	C: 3.1%	D: -19%	E: 15%	F: 1%[39.9 µM]	G: ·
COc1cc2c(cc1OC)CN(c1nc(CN3CCOCC3)nc3sc4c(c13)CCC(C)C4)CC2 (configuration not stated)
  A: ?	B: ?	C: -3.2%	D: ?	E: 11%	F: 0%	G: ?
CC(C)C[C@H](NS(=O)(=O)c1ccc(Br)cc1)C(=O)O
  A: 11%	B: -6%	C: 0.7%	D: 3%	E: 20%[38.3 µM]	F: 24%	G: -4%[46.1 µM]
O=C(N/N=C/c1cccc([N+](=O)[O-])c1)c1cc(-c2ccc3c4c(cccc24)CC3)n[nH]1
  A: 18%	B: -19%	C: 2.3%	D: -4%	E: -7%	F: -1%	G: -18%[46.1 µM]
Cn1cnnc1SC1c2cccc3cccc(c23)C1NS(=O)(=O)c1ccc(Cl)cc1 (configuration not stated)
  A: 24%	B: -5%	C: 0.0%	D: -2%	E: 2%	F: 0%	G: -14%[46.1 µM]
O=C1OC(N2CCN(C/C=C/c3ccccc3)CC2)c2ccccc21 (configuration not stated)
  A: -5%	B: 0%	C: 2.1%	D: 1%	E: -20%[38.3 µM]	F: -3%	G: 12%[46.1 µM]
O=C(NCCN1C(=O)S/C(=C\c2ccccc2)C1=O)c1cc(S(=O)(=O)N2CCOCC2)c(Cl)cc1Cl
  A: -22%	B: ?	C: 2.6%	D: 1%	E: 21%	F: 1%	G: ?
Cc1cc2c(cc1Cl)C(c1ccccc1C)CC(=O)O2 (configuration not stated)
  A: ·	B: ·	C: 1.5%	D: 28%[89.1 µM]	E: 11%	F: 3%[39.9 µM]	G: ·
O=C(N/N=C/c1ccccc1Cl)c1n[nH]c2c1CCCC2
  A: 13µM*	B: -1%	C: 4.8%	D: -2%	E: 3%	F: 3.2µM*	G: 7%
COCCN1C(=O)N[C@@H](c2ccc(Br)cc2)C(C(C)=O)=C1C
  A: 1%	B: ?	C: -0.1%&2.1%	D: -5%&-1%	E: 4%&-2%	F: -3%&1%	G: 3%
COc1cc(OC)cc(C(=O)N[C@H](C(=O)Nc2cccc(S(=O)(=O)N3CCCC3)c2)C(C)C)c1
  A: 14%[9.22 µM]	B: ·	C: 7.8%	D: 1%	E: ·	F: ·	G: -34%
Oc1c(Br)cc(Br)cc1C=Nc1ccc2[nH]ncc2c1
  A: 2%[9.22 µM]	B: ·	C: 0.0%	D: 1%	E: ·	F: ·	G: -20%

Single records, from the list above. Order of values: HTT aggregate | Lamin A splicing | Epigenetic derep | CBFb RUNX1 block | IMPase Li cell | KinaseGlo FLuc | NPSR antag
COc1cc(OC)cc(C(=O)N[C@H](C(=O)Nc2cccc(S(=O)(=O)N3CCCC3)c2)C(C)C)c1 is listed with 14%[9.22 µM] | · | 7.8% | 1% | · | · | -34%
COCCN1C(=O)N[C@@H](c2ccc(Br)cc2)C(C(C)=O)=C1C is listed with 1% | ? | -0.1%&2.1% | -5%&-1% | 4%&-2% | -3%&1% | 3%

Following part:
Keys – A = HTT aggregate; B = Lamin A splicing; C = Epigenetic derep; D = CBFb RUNX1 block; E = IMPase Li cell; F = KinaseGlo FLuc; G = NPSR antag
COc1ccccc1NC(=S)NNC(=S)Nc1ccc(OC(F)F)cc1
  A: -8%	B: -19%	C: -1.0%	D: -5%	E: 15%	F: 2%	G: -10%
CCOC(=O)CSc1nc2ccsc2c(=O)[nH]1
  A: -1%	B: ·	C: 2.5%	D: 11%	E: 2%	F: 5%	G: -5%
COC(=O)C1=C(C(=O)OC)[C@@H]2N(C)c3ccccc3[C@@]23C[C@@H](C(=O)OC)N(S(=O)(=O)c2ccc(OC)cc2)C3=N1
  A: ·	B: -11%[9.22 µM]	C: ·	D: -15%[13.1 µM]	E: 16%	F: -8%[7.66 µM]	G: ·
Cc1cc(C(N)=O)c2cc(Br)ccc2n1
  A: -17%	B: -5%	C: 0.0%	D: 8%	E: 11%[38.3 µM]	F: -1%	G: 10%[46.1 µM]
CCN(c1ccccc1)S(=O)(=O)c1ccc(Cl)c(NC(=O)CN(C)C2CCN(C)CC2)c1
  A: -3%[9.22 µM]	B: ·	C: -1.0%	D: 7%	E: ·	F: ·	G: -34%
C/C(CC(=O)Nc1ccc(N(C)C)cc1)=N\NC(=O)c1ccncc1
  A: 3%[9.22 µM]	B: ·	C: 0.1%	D: -8%	E: 16%	F: 0%	G: 3%
COC(=O)c1sc(NC(=O)CSc2nnnn2-c2ccc(C)cc2C)nc1C
  A: 1%	B: 9%	C: 0.8%	D: -2%	E: -5%[38.3 µM]	F: -2%	G: -14%[46.1 µM]
CC1(C)C(=O)Nc2ccccc2N1C(=O)COC(=O)c1cc(S(=O)(=O)N2CCOCC2)ccc1F
  A: 1%	B: ·	C: -0.3%	D: -24%	E: -6%	F: -2%	G: -5%
Cc1nc2cc(-c3cccc(F)c3)nn2c(C)c1CCC(=O)NC(C)c1ccc2c(c1)OCCO2 (configuration not stated)
  A: -26%	B: ?	C: 2.6%	D: -1%[2.36 µM]	E: 4%	F: -2%	G: -17%
CCOC(=O)CNC(=O)c1cn(CC(C)C)c(=O)c2cc(OC)c(OC)cc12
  A: -2%	B: -8%	C: 1.7%	D: -3%	E: 4%	F: 2%	G: -9%[46.1 µM]

Additional entries follow.
Below each SMILES: HTT aggregate | Lamin A splicing | Epigenetic derep | CBFb RUNX1 block | IMPase Li cell | KinaseGlo FLuc | NPSR antag
- Cc1nn2c(=O)c3c4c(sc3nc2n1-c1ccccc1)COC(C)(C)C4
    -5%[9.22 µM] | · | 1.3% | -2% | · | · | -10%
- CC(=O)Nc1ccc(N/C=C(\C=O)c2nc3ccccc3o2)cc1
    14%[9.22 µM] | 0%[46 µM] | 3.0% | 6% | -16% | -1% | 9%
- COC(=O)Cn1nc(-c2ccc(C)cc2)c2ccccc2c1=O
    2% | · | 1.2% | 0% | -3% | -5% | -4%
- COC(=O)c1c[nH]c(=O)c2ccccc12
    -11%[9.22 µM] | · | -1.0% | 1% | -3% | -5% | -23%
- c1ccc2c(c1)CC/C2=N/Nc1nc2ccccc2[nH]1
    -12% | ? | 3.4% | -21% | 31%[activator] | -3% | 7.9µM*
- O=C(O)/C=C/c1cccc(B(O)O)c1
    · | · | 3.3% | 4% | -9% | -3% | ·
- COc1ccccc1-c1c(C)oc2c(CN3CCN(C)CC3)c(O)ccc2c1=O
    3% | -4% | 2.4% | 13% | -9% | 0% | 11%[46.1 µM]
- O=S(=O)(Nc1ccc2nc(-c3ccc(Br)o3)[nH]c2c1)c1ccccc1
    -33% | -5% | -0.6% | -3% | -3%[38.3 µM] | -3% | -15%[46.1 µM]
- Cc1cccc(NC(=O)CSc2nnc(Cn3nnc(-c4ccccc4)n3)n2-c2ccccc2)c1
    1% | -1% | 0.0% | -3% | -3%[38.3 µM] | 1% | -13%[46.1 µM]
- CCOC(=O)N1CCN(C(=O)c2cnn3c(C(F)(F)F)cc(-c4cccs4)nc23)CC1
    -6%[9.22 µM] | 9%[46 µM] | -0.8%[10.1 µM] | 4% | 3% | -3% | -7%
- COC(=O)C1=C(C)NC2=C(C(=O)CC(C)(C)C2)C1c1ccsc1 (configuration not stated)
    -6% | -5% | -1.2% | 3% | 1% | -3% | 0%[46.1 µM]
- CC1CCC/C(=N\NC(=O)COc2ccccc2Cl)C1 (configuration not stated)
    10% | -4% | 1.0% | 6% | 2% | -1% | -6%[46.1 µM]
- COC(=O)CC1=NN(c2nc(C)cc(C)n2)C(=O)C1
    -8% | ? | -1.1% | -1% | 2% | 11% | 4%
- COc1ccccc1N1CCN(C(=O)c2cccc3c(=O)c(C)c(-c4ccccc4)oc23)CC1
    -23% | ? | -1.0% | 1% | 16% | 2% | -20%

Compounds from the list above with a tert-butyl group (2):
Below each SMILES: HTT aggregate | Lamin A splicing | Epigenetic derep | CBFb RUNX1 block | IMPase Li cell | KinaseGlo FLuc | NPSR antag
- CC(C)(C)OC(=O)N1CCCC1C(=O)NC(Cc1ccccc1)C(=O)O (configuration not stated)
    11% | 1% | -1.1% | 1% | 19%[38.3 µM] | 0% | -1%[46.1 µM]
- CC(=O)c1ccc(-c2cccc(-c3cc(=O)oc4ccc(C(C)(C)C)cc34)c2)cc1
    · | · | 3.1% | -19% | 15% | 1%[39.9 µM] | ·

Not all compounds are listed, so the mix of outcomes need not match the whole.
